EphB4 ephrin blk = blocks human EphB4 binding to ephrin-B2; inhibition, % at 7 µM; hit rate 0.15% among 97,000; P54760; EphB4 LBD / TNYL-RAW-Alexa532 peptide, fluorescence polarization; AID 720;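 active = inhibition above the screen-wide mean inhibition plus 3 SD, cut at about 15% in these data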;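 also: 0% = DMSO wells and 100% = excess unlabeled TNYL-RAW peptide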
Target sequence (P54760 whole entry, looked up, the tested form may be a part): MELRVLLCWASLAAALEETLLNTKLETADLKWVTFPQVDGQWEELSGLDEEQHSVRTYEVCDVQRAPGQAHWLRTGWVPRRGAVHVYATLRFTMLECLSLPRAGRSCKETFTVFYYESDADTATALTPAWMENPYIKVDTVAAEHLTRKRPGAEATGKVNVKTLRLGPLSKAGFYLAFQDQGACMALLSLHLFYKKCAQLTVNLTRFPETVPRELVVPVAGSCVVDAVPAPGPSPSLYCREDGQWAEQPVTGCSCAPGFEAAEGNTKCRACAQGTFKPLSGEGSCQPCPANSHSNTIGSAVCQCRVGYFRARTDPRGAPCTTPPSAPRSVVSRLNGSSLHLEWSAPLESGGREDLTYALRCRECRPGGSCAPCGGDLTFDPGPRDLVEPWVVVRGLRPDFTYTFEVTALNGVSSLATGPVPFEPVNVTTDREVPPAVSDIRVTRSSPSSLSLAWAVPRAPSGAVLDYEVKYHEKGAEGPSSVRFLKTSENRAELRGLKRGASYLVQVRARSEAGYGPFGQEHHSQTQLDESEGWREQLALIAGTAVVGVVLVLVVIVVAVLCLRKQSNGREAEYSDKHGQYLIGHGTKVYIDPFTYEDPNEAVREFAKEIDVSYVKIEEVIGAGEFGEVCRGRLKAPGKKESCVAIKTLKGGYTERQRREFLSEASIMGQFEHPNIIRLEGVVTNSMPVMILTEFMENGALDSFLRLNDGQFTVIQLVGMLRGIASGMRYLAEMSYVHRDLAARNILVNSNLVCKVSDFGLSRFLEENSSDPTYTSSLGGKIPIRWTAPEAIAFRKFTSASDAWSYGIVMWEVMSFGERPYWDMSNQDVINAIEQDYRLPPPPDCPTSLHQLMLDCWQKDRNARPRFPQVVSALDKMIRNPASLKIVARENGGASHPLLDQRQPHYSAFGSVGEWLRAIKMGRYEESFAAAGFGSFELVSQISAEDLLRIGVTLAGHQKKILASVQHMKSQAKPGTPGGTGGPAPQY
PLK1 PBD inh = inhibitors of human Plk1 polo box domain binding. P53350. hit rate 0.13% among 97,000. Plk1 PBD phosphopeptide binding, fluorescence polarization. inhibition, %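 (tested at about 20 µM)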; in the data active = inhibition above about 34%, passing the limit was not always enough
CYP2C9 inhib = blocks human cytochrome P450 2C9. AID 777. P11712. hit rate 20% among 96,000. CYP2C9 Supersomes, luciferin-H conversion, luminescence. inhibition, % at 5 µM;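 active = blocking of liver enzyme CYP2C9 beyond about 50% at 5 µM, limit read from the data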; also: values of inactives mirror those of a sister screen read the other way
HIV Rev-RRE inh = HIV Rev-RRE protein-RNA interaction inhibition | hit rate 0.79% among 97,000 | AID 704 | Rev peptide-RRE RNA binding, FRET | inhibition, % at 8 µM;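 active = inhibition above the screen-wide mean plus 3 SD, cut at about 35% in these data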;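 also: 0% = median DMSO wells and 100% = median Neomycin B control wells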
Target sequence (P05866 whole entry, looked up): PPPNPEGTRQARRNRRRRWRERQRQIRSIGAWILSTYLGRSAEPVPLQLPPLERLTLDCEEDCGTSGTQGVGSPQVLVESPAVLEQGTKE
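Test system – labelled RRE RNA duplex and labelled Rev peptide · Signal – fluorescein-to-Cy5 FRET, 480 nm excitation · Evaluation – % inhibition of FRET ratio versus controls · Benchmarks – DMSO low control, neomycin B high control · Incubation – 5 min RNA-compound premix plus 15 min binding step, 25 °C · Medium – HEPES pH 7.5 salt buffer with EDTA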
CYP2C9 activ = activators of human CYP2C9. P11712. AID 1024. activation factor at 5 µM. recombinant CYP2C9, luciferin-H conversion, luminescence; stronger effect = higher value; factor 1 = untreated enzyme, 0 = blocked. hit rate 1.4% among 96,000;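 active = activation factor of 2 or more for CYP2C9 at a 5 µM dose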;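 also: 0 = sulfaphenazole-blocked wells and 1 = vehicle-only wells; values of inactives mirror those of a sister screen read the other way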
PLK1 kinase inh = inhibitors of human PLK1 kinase | P53350 | recombinant PLK1 kinase, TR-FRET peptide phosphorylation | inhibition, % at 10 µM | hit rate 0.53% among 97,000 | AID 619;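 active = inhibition of 50% or more in the single-concentration screen; inactive = inhibition below 50%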;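 also: 0% = DMSO max control and 100% = H-89 dihydrochloride min control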
LYP inh 2 = LYP (human) phosphatase inhibition. AID 640. inhibition, % at 2 µM. Q9Y2R2. recombinant LYP catalytic domain, DiFMUP fluorescence. hit rate 0.21% among 96,000;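 active = inhibition at 2 µM at or above a set limit, the screen mean plus 3 SD, cut at about 24% in these data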;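 also: 0% = DMSO with enzyme and 100% = enzyme fully blocked by orthovanadate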
Calb biofilm kill = kills Candida albicans biofilms. C. albicans biofilm + clotrimazole, Alamar Blue. hit rate 0.14% among 85,000. inhibition, % at 6 µM. AID 834;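 active = inhibition above 20%; inactive = inhibition below 20%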;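 also: preformed 24 hr biofilms exposed to compound for 48 hr; 0% = biofilm without compound and 100% = blank killed by clotrimazole plus chlorhexidine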
PTPN22 act = activators of human LYP (PTPN22) phosphatase; Q9Y2R2; recombinant LYP, DiFMUP fluorescence; 0 = plate median, 100 = signal doubled; activation, % at 2 µM; hit rate 0.11% among 96,000;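 active = activation at 2 µM above a set limit, the mean plus 5 SD, cut at about 37% in these data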
* hit, by the source's call; nt = not tested or not shown.

Values in the order: EphB4 ephrin blk | PLK1 PBD inh | CYP2C9 inhib | HIV Rev-RRE inh | CYP2C9 activ | PLK1 kinase inh | LYP inh 2 | Calb biofilm kill | PTPN22 act
1: O=C(NC1CCCCC1)/C(=N\O)c1ccccn1
    -3 | -14 | -2 | 3 | 1 | -11 | -6 | 1 | 6
2: CC(CNCc1ccc2c(c1)OCO2)NCc1ccc2c(c1)OCO2 (stereo not drawn)
    -5 | -2 | 6 | 3 | 0.9 | 74* | nt | 2 | nt
3: CCOC(=O)NC1(Nc2ccc(Cl)cn2)Oc2ccccc2O1
    2 | -19 | 2 | 3 | 1 | 3 | 3 | -3 | -6
4: CC(=O)Cc1nsc(NC(=O)c2ccc(-c3ccc(Cl)cc3Cl)o2)n1
    -1 | 15 | -10 | -5 | 1.1 | -7 | -8 | 0 | 12
5: Cc1nn(C)cc1C(=O)NNC(=S)Nc1ccccc1
    9 | -6 | 12 | 11 | 0.9 | -5 | 1 | nt | 4
6: S=C(Nc1ccc(Cl)cc1)N1CCOCC1
    9 | -41 | nt | 4 | nt | -19 | -4 | nt | 2
7: CC1(C)CC(CC(=O)NC(=S)Nc2ccc([N+](=O)[O-])cc2)C(=O)O1 (stereo not drawn)
    -6 | 19 | 14 | -3 | 0.9 | 9 | 2 | 4 | 0
8: CCNC(=O)/C(=C\c1ccc2c(c1)OCO2)NC(=O)c1ccc(Br)cc1
    1 | 9 | 18 | 4 | 0.8 | -21 | 2 | nt | 1
9: O=C(O)c1ncn(Cc2ccccc2)c1C(=O)O
    -2 | -12 | -1 | 6 | 1 | -8 | -7 | 4 | 4
10: c1coc(Cn2c(SCc3nc4ccccc4[nH]3)nnc2-c2cccs2)c1
    -12 | 12 | 92* | 4 | 0.1 | -12 | -10 | 6 | 10
11: COCCNC(C(=O)Nc1cc(Cl)cc(Cl)c1)c1ccccc1 (stereo not drawn)
    1 | 24 | 70* | 13 | 0.3 | -8 | -16 | nt | 17
12: CCOC(=O)CNC(=O)CSc1ncnc2c1cnn2Cc1ccccc1
    -6 | 15 | -10 | 4 | 1.1 | -7 | -9 | 10 | 5
13: CCOc1ccc2c(c1)n(CO)c(=S)n2CO
    7 | -8 | 18 | 10 | 0.8 | -5 | -6 | 6 | 5
14: O=C(c1cc2sccc2n1Cc1ccc(F)cc1)N1CCc2ccccc21
    5 | 21 | nt | 8 | nt | -17 | -5 | 5 | 1
15: Cc1cc(C(=O)Nc2ccccc2C#N)n(-c2ccccc2)n1
    -8 | 15 | 57* | 1 | 0.4 | -15 | 4 | 9 | -5
16: O=C(Nc1ccc(Cl)c(Cl)c1)c1csc(-c2ccccc2)n1
    0 | -23 | -13 | 7 | 1.1 | -11 | 18 | nt | -16
17: CCCNc1nc(N)nc(-c2cc(Cl)ccc2OC)n1
    -1 | 2 | 26 | -4 | 0.7 | -7 | -16 | nt | 13
18: Cc1ccc(CCNC(=O)C2CCN(S(=O)(=O)c3cccc4nonc34)CC2)cc1
    1 | -13 | -22 | 15 | 1.2 | -12 | -1 | -5 | 1
19: CCOC(=O)c1c(-c2ccc(C)o2)csc1NC(=O)COC(=O)c1ccc(NC(N)=O)cc1
    1 | -24 | 91* | 1 | 0.1 | 0 | 11 | nt | -12
20: Clc1cccc(/C=N/Nc2nnc(Cl)c3ccccc23)c1
    0 | 3 | -1 | -2 | 1 | -10 | 8 | nt | -5
21: CCOC(=O)N1CCN(CC(=O)Nc2c(C(=O)OC)[nH]c3cc(C)ccc23)CC1
    8 | -13 | 6 | 3 | 0.9 | -8 | 11 | 6 | -7
22: CC1CCC2(CC1)SCC(=O)N2c1ccccc1 (stereo not drawn)
    -3 | -28 | nt | 2 | nt | -18 | -1 | 6 | 1
23: O=C(CSc1nnc(Cc2ccccc2)n1-c1cccc(Cl)c1)N1CCOCC1
    -3 | 26 | 20 | 2 | 0.8 | -6 | -11 | 0 | 9
24: CC(=O)Nc1ccccc1-c1nc2ccc(C(=O)N3CCN(c4ccccc4)CC3)cc2[nH]c1=O
    0 | -5 | 41 | 0 | 0.6 | 19 | -1 | 8 | -1
25: COc1ccc(C2=NO[C@@H]3C(=O)N(c4cccc(C)c4C)C(=O)[C@H]23)cc1OC
    -4 | 7 | 0 | 9 | 1 | -13 | 13 | 6 | -7
26: CCOC(=O)C1=NN(c2ccc(OC)cc2)C(c2ccccc2)CC1=O (stereo not drawn)
    3 | -42 | nt | 3 | nt | -7 | 2 | 1 | -2
27: COc1ccc(C(=O)N=c2sc3c(C)ccc(OC)c3n2C)cc1
    0 | 22 | 53* | -1 | 0.5 | -111 | 5 | nt | -8
28: CC/C(=N/Nc1ccccc1)c1cnnc(-c2ccccc2)n1
    -2 | -11 | nt | 8 | nt | -7 | -10 | 6 | 10
29: Cn1c(=O)cc(SCC(=O)N2CCN(C(=O)c3ccco3)CC2)c2ccccc21
    4 | 1 | -14 | 8 | 1.1 | -9 | 4 | nt | -1
30: COC(=O)c1ccc(NC(=O)c2ccccc2)o1
    0 | -5 | 0 | 4 | 1 | 4 | 9 | nt | -7
31: CS(=O)(=O)N1CCC(C(=O)NCC2CCCO2)CC1 (stereo not drawn)
    -7 | 4 | -8 | 5 | 1.1 | 0 | 2 | 8 | 2
32: COCCOC(=O)C1=C(C)N=C2SCCC(=O)N2C1c1ccc(C(=O)OC)cc1 (stereo not drawn)
    1 | -15 | 66* | 2 | 0.3 | 25 | 8 | 6 | -6
33: CCOC(=O)N1CCC(NC(=O)CCc2c(C)nc3c(c(C)nn3C(C)(C)C)c2C)CC1
    -3 | -28 | 82* | 3 | 0.2 | 1 | 2 | 3 | 2
34: CCCCOc1ccc(/C=N/NC(=S)Nc2cccc(C)c2C)cc1
    -3 | -15 | -31 | -1 | 1.3 | -11 | -5 | nt | 3
35: COc1ccccc1Nc1ncc(C(C)=O)c(C)n1
    -2 | 5 | 19 | 4 | 0.8 | -4 | -6 | -1 | 5
36: Cc1cc(C)nc(Nc2n[nH]c(COc3cccc4ccccc34)n2)n1
    -4 | 5 | -24 | 7 | 1.2 | -7 | 6 | 11 | -4
37: COC(=O)c1ccccc1NC(=O)CSCC(=O)Nc1ccc(F)cc1
    -7 | -13 | 35 | -3 | 0.6 | -11 | -8 | nt | 11
38: Cc1ccc(-c2nnc(CSc3nc(C(C)C)nc4sc(C)c(C)c34)o2)cc1
    5 | -3 | nt | 8 | nt | -16 | 6 | 3 | -7
39: O=C(CN1C(=O)c2cccc3cccc1c23)N1CCN(Cc2ccc3c(c2)OCO3)CC1
    -3 | -3 | nt | 10 | nt | -10 | 5 | nt | -4
40: COc1ccc(CCNC(=O)c2ccc(N3CCCC3=O)cc2)cc1
    6 | -3 | 17 | 8 | 0.8 | -13 | 6 | nt | -3
41: Cc1ccc(S(=O)(=O)NC(=O)Nc2cc(C)ccc2F)cc1
    2 | 21 | 10 | 7 | 0.9 | -1 | -1 | 8 | -1
42: Cc1ccccc1-c1ccc(Nc2ccc(C(=O)N3CCOCC3)cc2)nn1
    1 | -10 | 34 | 2 | 0.7 | 5 | 3 | 6 | -6
43: Cc1nn(-c2cccc(C(F)(F)F)c2)c(Cl)c1/C=N/n1cnnc1
    -4 | -6 | 95* | 36* | 0 | -3 | -3 | 7 | 0
44: COc1ccccc1Nc1ccc(C(=O)NC2CCCCC2)cn1
    5 | 9 | -97 | 3 | 2* | 1 | 1 | 3 | 2
45: COc1ccc(NC(=O)c2coc3ccccc23)cc1OC
    -2 | -6 | -25 | 5 | 1.3 | -4 | 4 | -4 | -4
46: CCOc1ccc(NC(=O)Cn2nnc(C(=O)NCc3ccco3)c2N)cc1
    5 | -18 | 7 | 3 | 0.9 | -4 | 12 | 4 | -14
47: CCCc1nc(S(=O)(=O)Cc2ccc(Cl)cc2Cl)n[nH]1
    -4 | -3 | -46 | -1 | 1.5 | -13 | -6 | 9 | 3
48: CCOc1cc(C(=S)N2CCCCC2)ccc1OS(=O)(=O)c1ccc(Cl)cc1
    -7 | -33 | 81* | 0 | 0.2 | -6 | 2 | nt | 1
49: Cc1ccc(NC(=O)CC2COc3ccccc3O2)cc1 (stereo not drawn)
    3 | -6 | 29 | 0 | 0.7 | -3 | -9 | 6 | 9
50: Cn1nccc1C(=O)N1CCN(c2ccc(F)cc2)CC1
    1 | 4 | nt | 5 | nt | -11 | 12 | 5 | -12

Other records
Values in the order: EphB4 ephrin blk | PLK1 PBD inh | CYP2C9 inhib | HIV Rev-RRE inh | CYP2C9 activ | PLK1 kinase inh | LYP inh 2 | Calb biofilm kill | PTPN22 act
51: O=c1c2c3c(sc2nc2n1CCCS2)CCCC3
    -2 | -7 | 42 | 1 | 0.6 | -7 | -2 | 2 | -1
52: Cc1cc(N2CCOCC2)c2c(N)c(C)cc(C)c2n1
    -3 | 10 | 4 | 2 | 1 | -7 | 6 | 2 | -7
53: O=S(=O)(c1ccc2c(c1)C(=NO)c1cc(S(=O)(=O)N3CCCCC3)ccc1-2)N1CCCCC1
    3 | -15 | 5 | -2 | 1 | -16 | 4 | 4 | -4
54: Cc1ccc(S(=O)(=O)CCC(=O)N2CCN(c3ccc(Cl)cc3)CC2)cc1
    -6 | 4 | nt | 0 | nt | -6 | -5 | 7 | 2
55: CCOc1ccc(OCc2cccc(C(=O)N3CCCC3)c2)cc1
    -1 | 6 | 66* | 6 | 0.3 | -6 | -5 | -5 | 4
56: CC(C)OCCCn1c(-c2ccco2)nc2nc3ccccc3nc21
    7 | 11 | 16 | 20 | 0.8 | -4 | -2 | nt | 0
57: CCCOc1ccc(OCCOCCN2CCc3ccccc3C2)cc1
    2 | -10 | 25 | 5 | 0.8 | -2 | -1 | nt | 1
58: CNC(=O)CN(C)S(=O)(=O)c1ccc(OC)c(Cl)c1
    4 | -6 | -63 | 10 | 1.6 | 2 | -10 | 4 | 7
59: Cc1ccc(SCCC(=O)Nc2c(C)n(C)n(-c3ccccc3)c2=O)cc1
    5 | -7 | 32 | 2 | 0.7 | -4 | 3 | -2 | -1
60: O=C(Cn1c(=O)[nH]c2ccsc2c1=O)NC1CCCCCC1
    4 | 2 | nt | 5 | nt | 0 | 10 | 9 | -5
61: Cc1nc2cc(NC(=O)NCc3ccc4c(c3)OCO4)ccc2o1
    -4 | 12 | 38 | -1 | 0.6 | -6 | 2 | -5 | 1
62: O=C(Cc1ccccc1)NC(Nc1ccccc1)C(Cl)(Cl)Cl (stereo not drawn)
    -1 | -8 | 73* | 13 | 0.3 | -7 | -13 | nt | 10
63: CCCCn1c(SCC(=O)c2ccc3c(c2)OCCO3)nnc1-c1ccoc1C
    4 | 12 | 90* | 2 | 0.1 | 2 | -4 | 4 | 3
64: O=C(Nc1ccc2c(c1)nc1n2CCCCC1)c1cc(S(=O)(=O)N2CCOCC2)ccc1Cl
    4 | -3 | 44 | 10 | 0.6 | -24 | -7 | -2 | 7
65: CC(C)(C)NC(=O)C(c1ccncc1)N(C(=O)CNC(=O)c1ccco1)c1ccc2c(c1)OCO2 (stereo not drawn)
    4 | -25 | 14 | 6 | 0.9 | 0 | 0 | nt | 0
66: O=c1oc2ccccc2c2c1nc(C(F)(F)F)n2-c1ccccc1
    3 | -39 | 27 | 7 | 0.7 | -5 | -10 | 0 | 10
67: Cc1ccc(C(=O)NCc2ccco2)cc1S(=O)(=O)Nc1cccc(Cl)c1
    -3 | -17 | 98* | -3 | 0 | -11 | -6 | nt | 7
68: Cc1ccc(-n2ncc3c2ncn2c(C)nnc32)cc1C
    -9 | 3 | 16 | 2 | 0.8 | -14 | 4 | 3 | 0

From PubChem BioAssay
